RGS4 inhibitor: inhibitors of human regulator of G protein signaling 4. AID 504845. Potency, µM (titrated, usually from 114 µM), for inactives: at the top dose activity change, negative = inhibition, actives largely listed as inhibitors. P49798. Transcreener GDP fluorescence polarization, RGS4-accelerated GTP hydrolysis. 390,000 compounds, 0.039% hits; also: potency is read from the fitted curve at half-maximal effect; % is scaled to controls: 0 for no effect and ±100 for the full control effect; nearly all actives have a fitted effect of over 75% in size; some results filed as inactive show a strong effect at the top dose
Target sequence (P49798 whole entry, looked up): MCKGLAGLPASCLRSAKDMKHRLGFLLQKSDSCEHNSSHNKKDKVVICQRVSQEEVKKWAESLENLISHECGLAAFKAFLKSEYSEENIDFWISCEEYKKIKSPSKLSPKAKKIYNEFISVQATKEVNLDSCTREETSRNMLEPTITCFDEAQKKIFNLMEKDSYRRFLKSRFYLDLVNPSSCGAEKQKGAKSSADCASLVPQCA
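MLSMR compounds (23 nl, pin-transferred) preincubated 10 min at room temperature with a 500nM (2x) first reagent, then RGS4 at 900nM (2x) plus Transcreener GDP mix added; fluorescence polarization (620/688 nm) read before and after 90 min at 30 °C.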
Vif-A3F inh: Vif-A3F binding inhibition | 390,000 compounds, 0.2% hits | HeLa A3F-eYFP + Vif (tagged APOBEC3F with the HIV-1 protein that degrades it), YFP fluorescence increase | Potency, µM (highest dose often 46.1 µM), without a hit: at the highest dose activity, negative = active; also: potency is read from the fitted curve at half-maximal effect; % of control where 0% means no effect; nearly all actives have a fitted effect of over 65% in size
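HeLa cells stably expressing A3F-eYFP plus Vif, plated and incubated overnight at 37 deg C, then exposed to compounds overnight at 37 deg C. Blocked degradation read as raised yellow fluorescence (Ex 488/Em 500-530).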
rTrxR1 inhibitor: blocks rat thioredoxin reductase 1; O89049; recombinant rTrxR1, NADPH fluorescence consumption, selenite substrate; Potency, µM (titrated, usually from 114 µM), inactives show at the highest dose activity change, negative = inhibition, actives largely listed as inhibitors; 390,000 compounds, 1% hits; also: potency is read from the fitted curve at half-maximal effect; % is scaled to controls: 0 for no effect and ±100 for the full control effect; nearly all actives have a fitted effect of over 65% in size
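Rat TrxR1 (90 nM in the dispensed reagent) was pre-reduced with 400 uM NADPH for 5 min at room temperature, then incubated with compound for 15 min. After 400 uM selenite was added, NADPH fluorescence (Ex 340/Em 450 nm) was followed for 8 min.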
LDHA inh: blocks human lactate dehydrogenase A. P00338. purified LDHA, NADH/diaphorase-resazurin fluorescence; active compounds read low. activity change, % (values are at about 110 or 230 µM). 480,000 compounds, 0.15% hits. AID 1347041; in the data active = activity change below about -30%; inconclusive = mostly about -25% to -30%;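 also: plate controls were DMSO wells for no effect and wells without enzyme for full effect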
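Human LDH5 (2 nM) was incubated with 0.06 mM NADH and 0.2 mM pyruvate for 5 min at room temperature in Tris pH 7.4. Remaining NADH was coupled through diaphorase/resazurin, and resorufin fluorescence was read at 0 and 20 min.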
mIDH1 inhibitor: inhibitors of human mutant IDH1 R132H; 390,000 compounds, 0.093% hits; IDH1-R132H enzyme, NADPH consumption, diaphorase/resazurin fluorescence; Potency, µM (highest dose often 76.6 µM), for inactives: at the top dose activity change, negative = inhibition, most hits filed as inhibitors; O75874; AID 602179; also: potency is read from the fitted curve at half-maximal effect; % is scaled to controls: 0 for no effect and ±100 for the full control effect; nearly all actives have a fitted effect of over 65% in size
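IDH1-R132H (0.5 ug/mL dispensed) in pH 7.5 Tris buffer was preincubated 30 min with compound, then given a substrate mix of 0.016 mM NADPH and 2 mM alpha-KG for 80 min at room temperature; remaining NADPH was read by diaphorase/resazurin fluorescence.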
Vif-A3G inh: inhibitors of Vif-APOBEC3G interaction; AID 602310; Potency, µM (doses to about 46.1 µM), without a hit: top-dose activity, negative = active, usual class: inhibitors; 410,000 compounds, 0.076% hits; HeLa A3G-eYFP + Vif (tagged APOBEC3G with the HIV-1 protein that degrades it), YFP fluorescence, overnight; Q9HC16;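 also: potency is read from the fitted curve at half-maximal effect; % is scaled to controls: 0 for no effect and ±100 for the full control effect; nearly all actives have a fitted effect of over 60% in size; hits raise eYFP signal because A3G escapes Vif-driven loss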
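HeLa cells stably expressing Vif and C-terminally eYFP-tagged A3G, seeded overnight at 37 deg C, then exposed to compound by pintool overnight at 37 deg C. Rise in yellow fluorescence (Ex 488/Em 500-530, Acumen) marks blocked Vif-driven A3G degradation.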
TrxR1 substrate: substrates of rat thioredoxin reductase 1; 390,000 compounds, 0.01% hits; O89049; purified TrxR1 substrate turnover, NADPH consumption readout; Potency, µM (titrated, usually from 114 µM), for inactives: top-dose activity change, negative = substrate turnover; AID 588456; also: potency is read from the fitted curve at half-maximal effect; % is scaled to controls: 0 for no effect and ±100 for the full control effect; nearly all actives have a fitted effect of over 50% in size
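Rat TrxR1, dispensed at 90 nM, was prereduced with 400 uM NADPH (final) for 5 min at ~22 deg C, then incubated with compound 15 min before 400 uM selenite. A first-read NADPH fluorescence drop versus no-compound background flagged substrates.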
USP1 inh: blocks the human USP1/UAF1 deubiquitinase complex | O94782 | recombinant USP1/UAF1, Ub-Rhodamine cleavage fluorescence | Potency, µM (titrated, usually from 57.1 µM), for inactives: top-dose activity change, negative = inhibition, hits mostly inhibitors | 390,000 compounds, 0.23% hits | AID 743255; also: potency is read from the fitted curve at half-maximal effect; % is scaled to controls: 0 for no effect and ±100 for the full control effect; nearly all actives have a fitted effect of over 60% in size; inactives centre near -12
Target sequence (O94782 whole entry, looked up): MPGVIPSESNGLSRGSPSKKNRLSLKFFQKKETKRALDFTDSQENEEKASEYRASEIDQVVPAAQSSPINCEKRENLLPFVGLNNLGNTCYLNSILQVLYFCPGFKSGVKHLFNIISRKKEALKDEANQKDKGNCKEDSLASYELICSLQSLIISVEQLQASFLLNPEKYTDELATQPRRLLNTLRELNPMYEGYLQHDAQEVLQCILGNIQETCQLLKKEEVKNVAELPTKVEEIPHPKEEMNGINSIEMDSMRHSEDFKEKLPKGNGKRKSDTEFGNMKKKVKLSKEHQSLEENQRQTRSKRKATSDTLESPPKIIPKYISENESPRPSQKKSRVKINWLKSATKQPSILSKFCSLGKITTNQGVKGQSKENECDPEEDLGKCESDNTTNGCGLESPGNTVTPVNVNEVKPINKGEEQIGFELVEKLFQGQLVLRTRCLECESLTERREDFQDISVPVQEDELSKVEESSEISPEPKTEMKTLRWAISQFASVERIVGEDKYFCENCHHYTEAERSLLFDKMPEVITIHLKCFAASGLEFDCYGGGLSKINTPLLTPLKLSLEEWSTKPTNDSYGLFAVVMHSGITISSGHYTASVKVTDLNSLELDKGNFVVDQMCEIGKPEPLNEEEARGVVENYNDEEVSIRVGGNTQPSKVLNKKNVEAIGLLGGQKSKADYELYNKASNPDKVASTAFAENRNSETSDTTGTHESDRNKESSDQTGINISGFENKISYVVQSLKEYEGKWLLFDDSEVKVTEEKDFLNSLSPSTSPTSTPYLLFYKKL
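USP1/UAF1 complex at 1 nM was preincubated with compound for 15 min at room temperature, then Ub-Rho substrate (150nM final) was added. Fluorescence (480/540 nm) was read kinetically, 6 reads every 60 seconds.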
GRP78 ERSR act: induces the endoplasmic reticulum stress response in human glioma cells; U87-MG GRP78 promoter luciferase reporter, 16 h; Potency, µM, for inactives: at the highest dose activation, hits mostly activators; 420,000 compounds, 0.02% hits; AID 602332; also: potency is read from the fitted curve at half-maximal effect; series mostly up to about 76 µM; % of control where 0% means no effect; nearly all actives have a fitted effect of over 35% in size
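Stably transfected U87-MG human glioma cells carrying a GRP78-based luminescent sensor were seeded at 1000 cells/well, pin-dosed with compounds and incubated 16 h. Luciferase reagent was then added, and end-point luminescence was read after 10 min at room temperature.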
* = called active by the depositor; ? = inconclusive; / = no result given; & = joins results of further samples; [ ] = dose if it differs, or a comment. Unless noted, calls follow the shape of the dose curve; as a rule, active = well fitted curve in the direction sought with a large enough effect; inconclusive = small, poorly fitted or top-dose-only effect, or another doubt; inactive = no such curve, though single readings can be large; an effect the other way counts as inactive or inconclusive.

SMILES	RGS4 inhibitor	Vif-A3F inh	rTrxR1 inhibitor	LDHA inh	mIDH1 inhibitor	Vif-A3G inh	TrxR1 substrate	USP1 inh	GRP78 ERSR act
CCN1C(=O)C(CC(=O)Nc2ccc(OC)cc2)N(CCc2ccccc2F)C1=S (stereo not given)	14%	8%	-8%	-7	8%	-1%	2%[57.1 µM]	7%	-6%
Cn1c(=O)c2c(ncn2CC(=O)OCC(=O)c2ccc(OC(F)F)cc2OC(F)F)n(C)c1=O	/	-4%	/	-4	-4%	-1%	/	-21%	-4%
CCC(=O)Nc1nc2ccc(NC(C)=O)cc2s1	-7%	4%	3%[57.1 µM]	1	6%	0%	7%[57.1 µM]	-12%	-4%
Cc1ccc(Nc2cc(C(=O)NCCCN3CCOCC3)c3ccccc3n2)c(C)c1	-16%	9%	22%	-1	-8%	2%	3%	-8%	-3%
CCOC(=O)c1c(NC(=O)c2cccs2)sc(C(=O)N2CCOCC2)c1C	11%	-4%	26%	-19	6%	-2%	26%	-9%	-5%
CCC(C)(C)NC(=O)C(c1ccc(F)cc1)N(Cc1ccc(OC)cc1)C(=O)c1cnccn1 (stereo not given)	-15%	?	26%[57.1 µM]	-2	10%	0%	5%[57.1 µM]	-17%	16%
CCNC(=O)COC(=O)c1cc(=O)[nH]c2ccccc12	-6%	0%	15%	4	-2%	8%	11%	4%	-7%
Cc1ccccc1OCc1nnc(SCC(=O)Nc2ccc3c(c2)OCO3)n1C	-23%	-2%	21%	-12	7%	1%	5%	-16%	-2%
O=S(=O)(Nc1nc2ccc(S(=O)(=O)N3CCCCC3)cc2s1)c1ccccc1	-15%	4%	4%	3	0%	-1%	2%	-17%	-6%
C=CC[C@@H](CC(=O)N[C@@H](CO)Cc1ccccc1)C(=O)NCCOC(=O)[C@@H](CC=C)Cc1ccc(F)cc1	15%	8%	14%	5	27%	0%	4%	-21%	-1%
O=C(COc1ccc(/C=N/NC(=O)C(=O)N2CCCCCC2)cc1)Nc1ccccc1Cl	12%	-5%	2%	-11	-1%	-1%	-1%	-3%	4%
CCc1nnc(NC(=O)c2ccc(S(=O)(=O)N(C)Cc3ccccc3)cc2)o1	44%	-7%	19%	1	-11%	2%	-4%	-7%	0%
CCOc1cccc(=O)c2c(C)n(CC(=O)c3ccccc3)c(C)c12	-16%	-1%	6%[57.1 µM]	9	9%	-3%	1%[57.1 µM]	-12%	-4%
O=C(CSc1nncn1-c1cccnc1)Nc1cccc([N+](=O)[O-])c1	-2%	11%	21%[57.1 µM]	-2	8%	-1%	-3%[57.1 µM]	-5%	-4%
CNC(=O)CN1C(=O)NC(Cc2c[nH]c3ccccc23)C1=O (stereo not given)	30%	-7%	12%	-7	-15%	0%	2%	-2%	-4%
CN(/N=C/Cc1nnnn1-c1ccc(Cl)cc1)c1ccccc1	-4%	5%	25%	-5	8%	1%	-3%	-15%	-2%
Cc1sc2ncnc(NCC3(N4CCOCC4)CCCCC3)c2c1C	2%	-4%	12%[57.1 µM]	-2	1%	-1%	7%[57.1 µM]	-9%	-2%
CS(=O)(=O)Nc1cccc(C2=NN(C(=O)c3cccc(F)c3)C(c3cccs3)C2)c1 (stereo not given)	18%	-7%	-13%	-5	-2%	0%	17%	-18%	1%
COc1ccc(S(=O)(=O)Nc2ccc(Cc3ccncc3)cc2)cc1C	-13%	-7%	27%	-2	1%	2%	1%	-21%	-3%
C/C(=N\NC(=O)c1nn(C)c(C)c1Br)c1ccc(NC(=O)c2ccccc2F)cc1	-14%	3%	-7%	2	4%	0%	0%	-12%	6%
CC(C)[C@@H](CSc1ccccc1)N1CCN(Cc2ccccc2)CCC1=O	-2%	3%	17%&-1%	7	7%	-1%&-1%	9%&4%	-12%	-2%&-1%
O=C(C[n+]1ccc(C(=O)NCCCO)cc1)c1cccc(Br)c1	?	2%	-11%[57.1 µM]	4	2%	-1%	-3%	6%	-5%
COc1ccc(NC(=O)c2cc3cc(C)ccc3n2C)cc1	-1%	1%	14%	-3&-9	1%	-4%	39%[activator]	-6%	-1%
Cc1ccc(S(=O)(=O)N(C)CCCC(=O)Nc2cc(C)ccc2C)cc1	1%	1%	25%	-2	0%	0%	1%	-13%	-4%
NC(=S)NN=CCn1cc([N+](=O)[O-])c(=O)[nH]c1=O	-9%	5%	4%[2.29 µM]	-4	-1%	0%	-5%[57.1 µM]	-9%	-4%
CCN(c1ccccc1C)S(=O)(=O)c1cc2c3c(c1)CCC(=O)N3CCC2	12%	-13%	-12%	-7	5%	-4%	-5%	-22%	-2%
COC(=O)c1ccc(OC)c(CSc2nnc(-c3ccc(C(C)(C)C)cc3)o2)c1	23%	-6%	50%[activator][57.1 µM]	-9	0%	-1%	8%[57.1 µM]	-3%	-3%
CCCCCN1C(C(=O)c2ccccc2)=C(NC(C)=O)c2ccccc2S1(=O)=O	2%	-4%	21%	-5	-9%	0%	-6%	-24%	-3%
c1ccc(CNc2nc(-c3cccs3)nc3ccccc23)cc1	4%	?	20%[57.1 µM]	-5&-1	-2%	-5%	11%[57.1 µM]	?	-2%
Cc1cc(C)c2c(NC(=O)c3ccccc3Cl)c(C(=O)Nc3ccc(C)c(C)c3)sc2n1	3%	-3%	15%	0	-10%	-1%	26%	2%	-1%

Three of the entries above in order of their number in Vif-A3F inh, smallest number first.
SMILES	RGS4 inhibitor	Vif-A3F inh	rTrxR1 inhibitor	LDHA inh	mIDH1 inhibitor	TrxR1 substrate	USP1 inh
COC(=O)c1ccc(OC)c(CSc2nnc(-c3ccc(C(C)(C)C)cc3)o2)c1	23%	-6%	50%[activator][57.1 µM]	-9	0%	8%[57.1 µM]	-3%
O=C(C[n+]1ccc(C(=O)NCCCO)cc1)c1cccc(Br)c1	?	2%	-11%[57.1 µM]	4	2%	-3%	6%
O=C(CSc1nncn1-c1cccnc1)Nc1cccc([N+](=O)[O-])c1	-2%	11%	21%[57.1 µM]	-2	8%	-3%[57.1 µM]	-5%

(cont.)
SMILES	RGS4 inhibitor	Vif-A3F inh	rTrxR1 inhibitor	LDHA inh	mIDH1 inhibitor	Vif-A3G inh	TrxR1 substrate	USP1 inh	GRP78 ERSR act
CCc1noc(C)c1C(=O)NNC(=O)COc1ccc(C)cc1	-14%	1%	11%[57.1 µM]	-3	4%	0%	0%[57.1 µM]	-20%	1%
COc1ccc(CCC(=O)N2CCN(S(=O)(=O)c3ccc(OC)c([N+](=O)[O-])c3)CC2)cc1	/	0%	/	-11	-10%	-3%	/	-14%	0%
CCOC(=O)N1CCN(S(=O)(=O)c2cc3c(cc2C)NC(=O)CO3)CC1	-23%	5%	9%	-1	-2%	-4%	2%	-1%	0%
CC(=O)c1c(N2CCOCC2)nc(=S)n(Cc2ccccc2)c1C	14%	-6%	-19%	-8	-3%	-4%	-5%	-15%	-2%
CC(=O)c1ccc(NC(=O)CSc2nnc(-c3ccco3)o2)cc1	-18%	3%	8%	-2	3%	-1%	2%	-14%	5%
COc1ccccc1OCc1cc(-c2ccccc2)no1	0%	0%	27%	-1	3%	-3%	2%	-19%	0%
Cn1nc(-c2ccccc2F)c2cc(C(=O)N3CCN(c4ccc(F)cc4)CC3)sc21	-10%	2%	20%	3&-4	0%	6%	1%	-12%	-1%
COc1cccc(CC(=O)Nc2ccc(-c3csc(C)n3)cc2)c1	-26%	-22%	13%[57.1 µM]	-5	8%	1%	-3%[57.1 µM]	-11%	2%
C=CCNC(=O)c1ccc2nccnc2c1	-8%	-2%	23%	8	2%	-1%	12%	5%	-4%
Cc1ccc(NC(=O)CN2CCc3ccccc3C2)cc1S(=O)(=O)N(C)C	35%	-15%	22%[57.1 µM]	-17	3%	2%	7%[57.1 µM]	?	-2%
CCOc1ccc(CCNC(=O)COC(=O)c2nc(Cl)ccc2Cl)cc1OCC	7%	-5%	34%[activator]	-8	7%	-6%	13%	-7%	-5%
CC(=O)c1ccc(NC(=O)c2cc(S(=O)(=O)N3CCOCC3)ccc2C)cc1	26%&8%	-9%&1%	-9%&2%	-2&-15	12%&4%	5%&6%	-9%&-4%	-14%&-7%	-4%&-1%
C/C(CCc1ccc2c(c1)OCO2)=N\NC(=O)c1ccccc1Cl	17%	9%	0%	-2	6%	1%	-6%	-10%	-4%
CCN(CC)S(=O)(=O)c1ccc2c(c1)nc(CCC(=O)Nc1ccc3c(c1)OCO3)n2CC	17%	-5%	-2%	8	0%	1%	-10%	-20%	-1%
COc1cccc2c1OC[C@@H](CO)[C@H]2N(C)C(=O)Nc1ccccc1	26%	-1%	23%	-5	-2%	2%	6%	-16%	-4%
CN(C)CCCNC(=S)/N=c1\sccn1Cc1ccccc1Cl	-15%	-6%	2%	-2	0%	3%	3%	-16%	1%
COC(=O)[C@]1(C)CCC[C@@]2(C)C3CC[C@@]4(C)C[C@]3(CCC21)CC(=O)N4Cc1ccc(OC)cc1 (stereo not given in full)	-19%	?	?	1	10%	3%	2%	-24%	-1%
CC(=O)c1cccc(Nc2nc(-c3cccnc3)cs2)c1	-2%	1%	4%	-5	-9%	-6%	-3%	-17%	-2%

Bioassay records: PubChem, National Center for Advancing Translational Sciences (NCATS)

An excerpt; rates above refer to the full screens.
